Assay outcomes deposited in PubChem BioAssay by National Center for Advancing Translational Sciences (NCATS).
D2 potentiator: HTS Assay for Positive Allosteric Modulators of the Human D2 Dopamine Receptor: Primary Screen for Potentiators; D(2) dopamine receptor (Homo sapiens), P14416; HEK293 T-REx D2, calcium flux, EC20 dopamine potentiation; potentiation, % at 10 µM; 340,000 tested, 0.34% active;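 active means potentiation over 3 SD above the plate norm, cut at about 30% in these data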; further: 0% is about no effect
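Primary screen. Calcium kinetics in induced HEK293 T-REx D2 cells: compound pre-addition 180 s, EC20 dopamine, 180 s more.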
Vif-A3F inh: qHTS for Inhibitors of Vif-A3F Interactions: qHTS; HeLa A3F-eYFP + Vif (tagged APOBEC3F with the HIV-1 protein that degrades it), YFP fluorescence increase; Potency, µM (highest dose often 46.1 µM), for inactives: at the highest dose activity, negative = active; 390,000 tested, 0.2% active; AID 602313, 2012; further: potency means the concentration at half of the fitted maximal effect; % of control where 0% means no effect; nearly all actives have a fitted effect of over 65% in size
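Fluorescence increase (Ex 488/Em 500-530) after overnight compound treatment at 37 deg C flags inhibition of Vif-driven A3F-eYFP loss in stable HeLa A3F-eYFP/Vif cells seeded overnight beforehand.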
D1 agonist: Allosteric Agonists of the Human D1 Dopamine Receptor: qHTS; activation, % at 2 µM; D(1A) dopamine receptor (Homo sapiens), P21728; 360,000 tested, 1% active; HEK293 T-REx D1 cells, calcium flux, agonist mode; AID 504660, 2011; in the data active means activation above about 30%; further: 0% is about no effect
Target sequence (P21728 whole entry, looked up): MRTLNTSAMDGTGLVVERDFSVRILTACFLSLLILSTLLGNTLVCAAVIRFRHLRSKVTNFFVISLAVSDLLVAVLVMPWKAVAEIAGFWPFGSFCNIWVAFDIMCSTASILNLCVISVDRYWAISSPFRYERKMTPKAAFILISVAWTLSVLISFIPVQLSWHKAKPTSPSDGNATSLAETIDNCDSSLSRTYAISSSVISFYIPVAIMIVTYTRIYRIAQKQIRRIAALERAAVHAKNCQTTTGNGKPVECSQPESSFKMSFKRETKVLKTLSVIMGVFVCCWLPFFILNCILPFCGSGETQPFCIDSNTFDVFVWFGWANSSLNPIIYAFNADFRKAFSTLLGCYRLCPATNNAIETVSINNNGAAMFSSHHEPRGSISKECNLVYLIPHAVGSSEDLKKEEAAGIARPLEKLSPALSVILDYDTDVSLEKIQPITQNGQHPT
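Tetracycline-induced HEK293 TREx D1 cells, force-coupled to calcium signalling, were dye-loaded with a no-wash calcium kit. Compound was pin-added after a 10 s baseline. Fluorescence was read kinetically at 1 cycle/s for 180 s, with calcium rises flagged as agonism.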
Vif-A3G inh: qHTS for Inhibitors of Vif-A3G Interactions: qHTS; DNA dC->dU-editing enzyme APOBEC-3G (Homo sapiens), Q9HC16; HeLa A3G-eYFP + Vif (tagged APOBEC3G with the HIV-1 protein that degrades it), YFP fluorescence, overnight; Potency, µM (top dose mostly 46.1 µM), for the others: top-dose activity, negative = active, actives largely listed as inhibitors; 410,000 tested, 0.076% active; AID 602310, 2012;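 further: potency means the concentration at half of the fitted maximal effect; on the % scale 0 is the no-effect control and ±100 the full control effect; nearly all actives have a fitted effect of over 60% in size; hits raise eYFP signal because A3G escapes Vif-driven loss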
Target sequence (Q9HC16 whole entry, looked up): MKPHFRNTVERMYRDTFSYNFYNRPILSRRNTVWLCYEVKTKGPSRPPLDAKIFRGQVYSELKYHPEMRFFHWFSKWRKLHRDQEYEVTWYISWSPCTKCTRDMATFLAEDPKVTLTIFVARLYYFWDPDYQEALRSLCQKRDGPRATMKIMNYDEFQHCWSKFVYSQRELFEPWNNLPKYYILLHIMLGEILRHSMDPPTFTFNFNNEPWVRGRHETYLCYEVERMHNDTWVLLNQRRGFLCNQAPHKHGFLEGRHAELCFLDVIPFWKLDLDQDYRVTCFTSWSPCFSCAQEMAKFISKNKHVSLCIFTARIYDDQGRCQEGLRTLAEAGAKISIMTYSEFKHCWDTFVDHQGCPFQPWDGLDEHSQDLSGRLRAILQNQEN
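Read-out is eYFP fluorescence (Ex 488/Em 500-530) from Vif-expressing HeLa A3G-eYFP cells; more signal means A3G escaped Vif-mediated degradation. Cells plated overnight, compound pinned in, incubated overnight at 37 deg C.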
D1 potentiator: Potentiators of Human D1 Dopamine Receptor: qHTS; AID 504651, 2011; D(1A) dopamine receptor (Homo sapiens), P21728; 360,000 tested, 0.036% active; HEK293 TREx D1 cells, calcium flux, dopamine EC20 potentiation; potentiation, % at 10 µM; in the data active means potentiation above about 30%; further: 0% is about no effect
GRP78 ERSR act: qHTS for Inducers of the Endoplasmic Reticulum Stress Response (ERSR) in Human Glioma: qHTS; 420,000 tested, 0.02% active; U87-MG GRP78 promoter luciferase reporter, 16 h; Potency, µM, inactives show at the highest dose activation, actives largely listed as activators; AID 602332, 2012; further: potency means the concentration at half of the fitted maximal effect; series mostly up to about 76 µM; % of control where 0% means no effect; nearly all actives have a fitted effect of over 35% in size
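Stably transfected U87-MG human glioma cells carrying a GRP78-based luminescent sensor were seeded at 1000 cells/well, pin-dosed with compounds and incubated 16 h. Luciferase reagent was then added, and end-point luminescence was read after 10 min at room temperature.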
RXFP1 antag: qHTS Assay for Antagonists of the Relaxin Receptor RXFP1 | Relaxin receptor 1 (Homo sapiens), Q9HBX9 | HEK293-RXFP1, relaxin-stimulated cAMP HTRF, 30 min; hits give low values | activity change, negative = inhibition, % at 57.5 µM | 350,000 tested, 0.59% active;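 active means activity change of -60% or lower, but not beyond a set lower limit; inconclusive means change between -60% and -40%, or beyond the set limit; inactive means change above -40%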; further: on the % scale 0 is the no-effect control and ±100 the full control effect
RXFP1 ag: qHTS Assay for Agonists of the Relaxin Receptor RXFP1; Relaxin receptor 1 (Homo sapiens), Q9HBX9; HEK293T-RXFP1 cAMP TR-FRET, 30 min; response scale: percent of porcine relaxin response, buffer zero; Potency, µM (titrated, usually from 57.5 µM), inactives show at the highest dose activation, hits mostly activators; 370,000 tested, 0.3% active; AID 2676, 2010; further: potency means the concentration at half of the fitted maximal effect; on the % scale 0 is the no-effect control and ±100 the full control effect; nearly all actives have a fitted effect of over 60% in size; many of its hits are not listed in these tables
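HEK293 cells stably expressing RXFP1, treated 30 min at 37C with compounds plus PDE4 inhibitor Ro 20174; cAMP measured by HTRF TR-FRET. Normalized to buffer and 29 nM porcine relaxin; EC50 by Hill fit.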
D1 antagonist: Antagonist of Human D 1 Dopamine Receptor: qHTS | D(1A) dopamine receptor (Homo sapiens), P21728 | HEK293 TREx D1 cells, calcium flux, dopamine EC80; hits give low values | activity change, negative = inhibition, % at 10 µM | 360,000 tested, 3.2% active; in the data active means activity change below about -30%; further: on the % scale 0 is the no-effect control and ±100 the full control effect
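Kinetic fluorescence of a calcium dye serves as the read-out. D1-expressing Hek293 Trex cells, induced overnight at 30 C, are exposed to compound for 180 s before an EC80 dopamine addition, then read 180 s further.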
Numbers without * were called inactive; u = inconclusive; x = not tested or not shown. Unless noted, the call rests on the fitted dose curve; in most records, active means well fitted curve in the direction sought with a large enough effect; inconclusive means small, poorly fitted or top-dose-only effect, or another doubt; inactive means no such curve, though single readings can be large; an effect the other way counts as inactive or inconclusive. The list is partial; count on the stated rates, not on these rows.

SMILES	D2 potentiator	Vif-A3F inh	D1 agonist	Vif-A3G inh	D1 potentiator	GRP78 ERSR act	RXFP1 antag	RXFP1 ag	D1 antagonist
O=C1NC(Cc2ccccc2)c2nc3ccc(Cl)cc3c(=O)n2-c2cc(Cl)ccc21 (configuration not stated)	12	x	-2	x	-3	x	x	-1.7%	0
O=[N+]([O-])c1ccc(CN2CC(N3CCC(Cc4ccccc4)CC3)CS2(=O)=O)cc1 (configuration not stated)	x	-9%	x	1%	x	0%	9	x	x
O=C(Cn1cccc1C(=O)c1ccccc1)NCCCN1CCOCC1	-6	-6%	2	-7%	-6	0%	-10	1.6%	6
Cc1ccc(C)c(-n2nnc3ccccc3c2=O)c1	x	-1%	x	-6%	x	-2%	-11	x	x
CC1CCc2nc(NC(=O)CN3CCN(Cc4ccc5c(c4)OCO5)CC3)sc2C1 (configuration not stated)	-36	1%	7	0%	2	-5%	-22	3.3%	0
O=C(CCn1c(=S)oc2ccccc21)Nc1cccc(O)c1	5	-11%	2	-2%	-2	-4%	-2	0.4%	-10
COc1ccc(OC)c(S(=O)(=O)N2CCN(c3ccccc3)CC2)c1	17	8%	-1	-2%	-1	-2%	2	-2.6%	-23
O=C(NNc1nc2ccccc2s1)C1CC1	-1	-3%	1	0%	1	-4%	10	0.4%	5
COC(=O)C1CCN(C(=O)c2ccc(OC3CCN(Cc4ccccn4)CC3)cc2)CC1	14	4%	2	1%	5	3%	-6	-1.0%	1
O=C(NCc1cccc(Cl)c1)c1cccc(S(=O)(=O)N2CCCC2)c1	-2	4%	7	-2%	-12	-4%	-4	1.4%	-17
O=C(NC(=S)/C(=C1\CCCCCN1)[N+](=O)[O-])c1ccccc1	x	4%	x	-1%	x	-13%	-6	x	x
COc1ccccc1NC(=O)c1ccc(N2CC3CC(C2)c2cccc(=O)n2C3)c(NC(=O)c2cccnc2)c1 (configuration not stated)	25	4%	1	0%	-1	-1%	18	1.3%	17
CC1(C)CC(=O)C=C(c2ccc(F)nc2)C1	6	-9%	0	1%	7	-6%	x	0.7%	-12
COc1ccc(NCc2cc3cc4c(cc3n(CC(=O)Nc3ccc(C)c(C)c3)c2=O)OCO4)cc1	0	8%	19	-4%	0	2%	x	-0.5%	-3
C=CCNCCCCOc1ccccc1	-15	-8%	12	0%	-11	-4%	-8	7.0%	-9
CN(CC(=O)Nc1ccc(F)c(F)c1F)C(=O)c1ccc2c(c1)OCCO2	1	-4%	0	0%	2	0%	4	0.2%	-16
CC(=O)c1cccc(NC(=O)COC(=O)CCC(=O)c2cccs2)c1	20	5%	0	0%	-9	-4%	6	-0.5%	-1
Cc1nn(-c2ccc(Cl)cc2)c(NC(=O)C(C)C)c(-c2ccccc2)c1=O	1	1%	2	-4%	-13	0%	2	3.9%	5
CCOc1cc(Br)c(CN2C(=O)NC3(CCCCCC3)C2=O)cc1OCC	-6	-11%	10	4%	-5	-3%	-7	0.7%	1
CCOC(=O)CSc1nc2ccc(S(=O)(=O)N3CCOCC3)cc2[nH]1	6	x	1	-5%	-3	-3%	-3	-0.2%	6
COC(=O)c1cc(OC)c(OC)cc1NC(=O)CSCc1c(C)noc1C	x	-5%	x	4%	x	-4%	1	x	x
COc1cccc(-c2ncc3ccccc3c2COC(=O)c2ccc(F)cc2)c1	6	1%	2	1%	1	-2%	x	1.9%	x
COc1ccc2oc(C(=O)OCC(=O)NCc3ccccc3OC)c(C)c2c1	-5	3%	4	-8%	6	-2%	-8	0.7%	-2
O=C(CN1CCN(C/C=C/c2ccccc2)CC1)Nc1ccccc1C(=O)NC1CC1	-10	5%	-1	-7%	-2	-2%	-5	1.0%	0
CCOc1ccc(Nc2oc(-c3ccc(Cl)cc3)nc2C#N)cc1	1	-1%	1	-12%	-5	5%	-7	1.1%	4
COc1ccc(CNCc2cc3c(cc2[N+](=O)[O-])OCO3)cc1	0	2%	12	0%	-6	-1%	4	5.6%	-9
O=C(O)CCC(=O)NNc1nc(-c2ccccc2)c2cc(Cl)ccc2n1	11	9%	2	-2%	-10	-3%	-1	-2.7%	7
CSc1ccc(C(=O)C2CCCN(C(=O)CCc3c(C)nn(C)c3C)C2)cc1 (configuration not stated)	x	-16%	x	-1%	x	-3%	-9	x	x
CC(C)c1ccc(CNc2nc(-c3ccco3)nn2C(=O)c2ccc([N+](=O)[O-])cc2)cc1	-4	-18%	-2	3%	0	-3%	-11	-0.9%	-15
CC1=CC(=O)C(C(C)=Nc2ccccc2[N+](=O)[O-])C(=O)O1 (configuration not stated)	x	8%	x	0%	x	-2%	-21	x	x
O=C(Cc1ccccc1)Nc1ccc(NC(=O)c2ccccc2)nc1	15	1%	-2	1%	-2	-2%	-4	4.5%	3
CCOc1ccc(NC(=O)C2CCCN(S(=O)(=O)c3ccc4c(c3)CCCN4C(C)=O)C2)cc1 (configuration not stated)	-11	-1%	0	2%	-6	1%	3	0.9%	-5
Cc1nc2nc(SCC(=O)c3cccc([N+](=O)[O-])c3)[nH]c2cc1Br	-22	8%	2	2%	3	4%	-20	-0.4%	-20
CN1C(=O)SC(Nc2ccc(F)cc2)C1=O (configuration not stated)	-8	-10%	3	1%	-11	-1%	9	1.5%	-9
CC(=O)Nc1ccc(NC(=O)Cn2c(-c3ccc(F)cc3)cnc2SCC(=O)Nc2c(C)cccc2C)cc1	x	1%	x	-6%	x	-5%	-10	1.0%	x
COc1ccc(CCC(=O)NCCc2ccc(OC)c(OC)c2)cc1	17	-14%	4	4%	-10	-7%	10	5.4%	-7
CCCCNC(=S)N(Cc1ccco1)Cc1cc2cc3c(cc2[nH]c1=O)OCCO3	8	1%	-1	-58%	-5	1%	-7	5.4%	-46*
CCN(Cc1ccncc1)C(=O)c1cccc(S(=O)(=O)N2CCOCC2)c1	6	-11%	3	0%	-4	0%	-13	0.0%	-44*
COc1ccc(Cl)cc1NC(=O)Nc1ccc(C(=O)N2CCCC2)cc1	-11	1%	1	-4%	2	2%	-9	-1.0%	8
O=C(COC(=O)COc1ccccc1)NC12CC3CC(CC(C3)C1)C2	19	10%	3	4%	0	-3%	9	1.1%	8
CCn1cc(S(=O)(=O)NC2CCCCC2)cn1	0	4%	3	-12%	-3	6%	8	8.5%	-15
COc1ccc(N2C(=O)CCC2(C(N)=O)c2ccccc2)cc1 (configuration not stated)	7	x	1	x	4	x	x	0.1%	5
CCNC(=S)N(CCc1c(C)[nH]c2ccc(Cl)cc12)Cc1ccco1	2	6%	3	-15%	-4	-10%	1	-2.0%	-2
O=C(CSc1nnc(-c2cccnc2)n1-c1ccccc1)NCc1ccc2c(c1)OCO2	5	-1%	0	1%	6	-3%	8	1.6%	1
COc1cc2c(cc1OC)C(c1cc(OC)c(OC)c(OC)c1)C1(O)C(=O)OCC1(O)C2 (configuration not stated)	x	-4%	x	1%	x	-3%	-4	x	x
Cc1csc(SCC(=O)NC2CCS(=O)(=O)C2)n1 (configuration not stated)	x	-3%	x	2%	x	0%	-14	x	x
Cc1ccc(-c2noc(CSc3nnnn3-c3ccccc3)n2)cc1	0	0%	45*	-8%	-4	-2%	-22	4.5%	3
O=C(CSc1nc(C2CC2)n(-c2ccccc2)n1)NCc1ccco1	4	-12%	0	3%	-1	-4%	3	0.0%	-9
Cc1ccccc1NC(=O)NC1(C(=O)N2CCC(C(N)=O)CC2)CCCCC1	8	12%	3	2%	15	-4%	5	0.2%	2
CC(=O)N1CCN(c2ccc(NC(=O)c3ccc(Cl)cc3)cc2)CC1	-1	0%	4	1%	-3	-2%	x	0.3%	-24
CCOC(=O)c1c(S(=O)(=O)NC2CCN(C(=O)OCC)CC2)c(C)n(C)c1C	1	-5%	2	0%	2	-4%	10	-0.6%	-8
S=C(NCc1ccc2c(c1)OCO2)NC1CC1	6	10%	0	1%	-2	0%	-9	-2.1%	x
CCOC(=O)CNS(=O)(=O)CCN1C(=O)c2ccccc2C1=O	5	-3%	2	-28%	1	-4%	-13	0.0%	-10
CCC(=O)c1ccc(N2CCN(C(=O)COc3ccccc3F)CC2)c(F)c1	-9	6%	6	5%	1	-4%	5	-0.1%	-8
O=C(Nc1cccnc1Cl)c1cc2c(s1)-c1ccccc1OC2	-10	-2%	1	1%	-20	-4%	7	20%	-21
Cc1ccccc1-n1c(SCC(=O)c2c(N)n(C3CC3)c(=O)[nH]c2=O)nnc1N1CCOCC1	-1	1%	0	-4%	-2	-3%	3	-0.4%	-9
C=CCNC(=O)C1CC2Cn3c(nc4ccccc43)C2N1C (configuration not stated)	2	-2%	3	0%	-2	-2%	x	4.6%	-11
CC(OC(=O)CCNS(=O)(=O)c1ccccc1)C(=O)Nc1ccc(S(=O)(=O)N2CCCCC2)cc1 (configuration not stated)	x	8%	x	1%	x	-3%	6	x	x
CCc1cccc2c(-c3ccc(F)cc3)nc(SCC(=O)Nc3ccccc3)nc12	6	0%	1	0%	3	0%	17	-3.4%	4
COc1ccc(NC(=O)c2c(C)oc3ccc(O)c(CN4CCN(Cc5ccccc5)CC4)c23)cc1Cl	0	0%	0	2%	0	-2%	u	-1.3%	1
Cc1ccc(NC(=O)N2CCN(S(=O)(=O)c3ccccc3)CC2)cc1	-1	9%	2	0%	-1	1%	4	4.6%	1
